Assay outcomes deposited in PubChem by National Center for Advancing Translational Sciences (NCATS).
TRPV1 agonist – activates the human vanilloid receptor TRPV1; TRPV1-expressing cells, Fluo-8 calcium influx, agonist mode; activation, % at 8.33 µM; AID 540275; 0.19% of 320,000 active; in the data active = activation above about 80%; inconclusive = between about 30% and that limit; also: 0% is about no effect
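Fluo-8 calcium influx in TRPV1-expressing cells, kinetic read (ex 480/em 520 nm). Compound added and read 3 min for agonist activity, followed by capsaicin at EC20 final and 2 min further read for enhancement.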
USP2a block – blocks human ubiquitin-specific protease USP2a. USP2 core, Ub-CHOP2 coupled fluorogenic reporter, 485/531. O75604. 0.01% of 330,000 active. AID 463254. Potency, µM (series often up to 38.3 µM), for inactives: at the highest dose activity change, negative = inhibition, most hits filed as inhibitors;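 also: potency is read from the fitted curve at half-maximal effect; plate controls were DMSO wells for no effect and full inhibition by NEM control for full effect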
Target sequence (O75604 whole entry, looked up): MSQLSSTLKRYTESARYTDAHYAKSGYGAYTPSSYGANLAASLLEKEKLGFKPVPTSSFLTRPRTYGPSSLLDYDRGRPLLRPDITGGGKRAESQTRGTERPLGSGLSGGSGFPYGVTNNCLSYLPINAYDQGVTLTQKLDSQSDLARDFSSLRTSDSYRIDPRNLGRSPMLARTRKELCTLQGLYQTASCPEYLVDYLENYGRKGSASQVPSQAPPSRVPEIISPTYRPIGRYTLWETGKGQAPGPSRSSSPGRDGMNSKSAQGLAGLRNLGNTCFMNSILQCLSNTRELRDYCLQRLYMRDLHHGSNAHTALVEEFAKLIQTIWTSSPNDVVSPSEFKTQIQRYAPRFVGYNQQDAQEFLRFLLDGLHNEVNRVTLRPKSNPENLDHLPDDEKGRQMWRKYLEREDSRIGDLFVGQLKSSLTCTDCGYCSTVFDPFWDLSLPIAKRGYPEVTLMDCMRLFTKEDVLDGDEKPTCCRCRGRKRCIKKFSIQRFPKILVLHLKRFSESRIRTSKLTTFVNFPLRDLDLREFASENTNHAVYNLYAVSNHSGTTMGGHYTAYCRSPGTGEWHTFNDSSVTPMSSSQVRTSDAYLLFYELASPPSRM
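USP2 core (10nM final) preincubated 30min RT with compound in 20mM Tris-HCl pH 8.0, 2mM CaCl2, 2mM beta-mercaptoethanol, 0.05% CHAPS; 25nM Ub-CHOP2 plus 25nM reporter substrate added, fluorescence (Ex485/Em531) read after 60min.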
B2AR arrestin – recruits beta-arrestin to the human beta2-adrenergic receptor; P07550; beta-arrestin recruitment to beta2AR, cell-based reporter; Potency, µM (titrated, usually from 46.1 µM), for inactives: at the highest dose activation, hits mostly activators; 0.02% of 330,000 active;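 also: potency is read from the fitted curve at half-maximal effect; 0% = DMSO controls and full agonism = EC100 isoproterenol or metaproterenol; nearly all actives have a fitted effect of over 65% in size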
ELG1 genotox – genotoxicity induction in ELG1-luciferase HEK293T cells; Potency, µM (highest dose often 46 µM), without a hit: at the top dose activity change, positive = activation, hits mostly activators; 1.3% of 330,000 active; HEK293T ELG1-luciferase reporter, luminescence, 16 h; also: potency is read from the fitted curve at half-maximal effect; % of control where 0% means no effect; nearly all actives have a fitted effect of over 60% in size
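Cells (2,000/well) expressing the ELG1-luciferase fusion are dosed by pin tool and kept 16 hr at 37 °C, 5% CO2. Signal comes from ONE-Glo luciferase reagent after 30 min at room temperature.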
BRCA1 expr act – increases BRCA1 expression; MCF7-BRCA1-FFLuc reporter, luminescence, 48 h; response scale: scaled: vehicle 0%, 10 µM genistein 100%; Potency, µM (highest dose often 46.1 µM), for the others: at the highest dose activation, hits mostly activators; 1.1% of 380,000 active; AID 624202; also: potency is read from the fitted curve at half-maximal effect; nearly all actives have a fitted effect of over 80% in size; some results filed as inactive show a strong effect at the top dose
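Luminescence from a BRCA1-driven firefly luciferase in MCF7 cells was the read-out, taken 15 min after substrate addition following 48 h compound exposure at 37 °C. Data were normalized to a 10 microM genistein control and DMSO vehicle.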
p53 reactivator – mutant p53 re-activation in reporter cells | H1299 p53-A138V BP100-luciferase reporter, luminescence, 24 h | Potency, µM (top dose mostly 92.2 µM), for the others: at the top dose activity change, positive = activation, actives largely listed as activators | 0.063% of 320,000 active | AID 504706; also: potency is read from the fitted curve at half-maximal effect; % of control where 0% means no effect; nearly all actives have a fitted effect of over 45% in size
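p53-null H1299 cells stably carrying temperature-sensitive p53-A138V and a BP100-luciferase reporter were pinned with compounds (4-point, 1:5 series) and held 24 hrs at 37 deg C. Luminescence was read 10 min after detection reagent.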
uPA surface inh – cell surface uPA generation inhibition; cell surface uPA generation assay, qHTS; Potency, µM (doses to about 38.3 µM), inactives show at the highest dose activity change, negative = inhibition, most hits filed as inhibitors; 0.31% of 330,000 active; AID 540303; active = well fitted inhibition curve with a large enough effect; inconclusive = small, poorly fitted or top-dose-only effect; inactive = no such curve, though single readings can be large or run the other way; tested in mouse RAW 264.7 cells; also: potency is read from the fitted curve at half-maximal effect; % is scaled to controls: 0 for no effect and ±100 for the full control effect; nearly all actives have a fitted effect of over 55% in size
Eya2 inh – inhibitors of human Eya2 phosphatase activity; recombinant Eya2, OMFP fluorescence dephosphorylation (OMFP is methylfluorescein phosphate); Potency, µM (top dose mostly 76.9 µM), inactives show top-dose activity, negative = inhibition, hits mostly inhibitors; 0.006% of 330,000 active; AID 488837; also: potency is read from the fitted curve at half-maximal effect; % is scaled to controls: 0 for no effect and ±100 for the full control effect
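Eya2 (0.2 uM) preincubated 10 min at ambient with compound, then OMFP substrate added at 50 uM; 10 min reaction in 50 mM HEPES pH 7.5, 50 mM NaCl, 5 uM MgCl2, 0.05% BSA, 1 mM DTT. Fluorescence read at Ex 485/Em 525 nm.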
ASM inhibitor – blocks human secretory acid sphingomyelinase | P17405 | 0.006% of 340,000 active | Potency, µM (titrated, usually from 57.5 µM), without a hit: top-dose activity change, negative = inhibition, most hits filed as inhibitors | placental ASM, HMU-PC fluorogenic substrate, 60 min; also: potency is read from the fitted curve at half-maximal effect
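Human placenta-derived ASM preincubated with compound 10 min at room temperature, then reacted with 9 uM (final) fluorogenic HMU-PC substrate for 60 min at 37 C. Stop solution raises pH to 10; fluorescence read at Ex 386/Em 447 nm.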
PTAP TSG101 blk – blocks PTAP/TSG101 interaction to inhibit HIV-1 budding; Q99816; Fluorescence polarization, FITC-PTAP peptide / Tsg101 binding; Potency, µM (highest dose often 115 µM), inactives show at the highest dose activity change, negative = inhibition, hits mostly inhibitors; 340,000 tested, under 10 active; AID 493005; active = well fitted inhibition curve with a large enough effect in the main read-out, with a control signal flat, not every such curve was filed as active; inconclusive = small, poorly fitted or top-dose-only effect, or effect the other way, or a change in a side signal; inactive = no such curve, though single readings can be large or run the other way; also: potency is read from the fitted curve at half-maximal effect; % of control where 0% means no effect
Target sequence (Q99816 whole entry, looked up): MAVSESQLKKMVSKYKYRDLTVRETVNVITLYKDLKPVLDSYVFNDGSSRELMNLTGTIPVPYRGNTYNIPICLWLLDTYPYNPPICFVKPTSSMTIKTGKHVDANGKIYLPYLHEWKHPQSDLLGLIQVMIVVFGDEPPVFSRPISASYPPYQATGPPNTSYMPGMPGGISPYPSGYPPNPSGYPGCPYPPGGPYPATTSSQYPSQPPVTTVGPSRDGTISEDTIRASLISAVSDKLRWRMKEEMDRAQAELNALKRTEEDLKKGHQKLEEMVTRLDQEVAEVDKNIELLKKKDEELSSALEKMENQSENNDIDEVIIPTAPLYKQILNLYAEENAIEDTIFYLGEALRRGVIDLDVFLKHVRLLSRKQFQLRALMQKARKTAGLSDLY
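Fluorescence anisotropy tracks displacement of a FITC-tagged PTAP peptide (50 nM) from the Tsg101 binding domain (10 uM), following a 20 min room-temperature incubation at pH 7.5.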
a7 integrin act – activates integrin-mediated alleviation for muscular dystrophy. alpha7betagal myoblasts, beta-gal FDG fluorescence, 48 h. Potency, µM (highest dose often 38.3 µM), for inactives: at the top dose activation, hits mostly activators. 0.064% of 350,000 active;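 also: potency is read from the fitted curve at half-maximal effect; 100% = response of the positive control SU9516; nearly all actives have a fitted effect of over 60% in size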
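alpha7betagal+/- myoblasts (passage 13, 250/well) treated 48 h at 37C with compounds at 1:260 dilution of DMSO stock. Lysed, then beta-galactosidase activity read as FDG fluorescence (ex 480/em 540) after 30 min, with pre-read for autofluorescence.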
* = called active by the depositor; i = inactive; ? = inconclusive; nt = no result given; [ ] = remark or other dose. Unless noted, calls follow the shape of the dose curve; as a rule, active = well fitted curve in the direction sought with a large enough effect; inconclusive = small, poorly fitted or top-dose-only effect, or another doubt; inactive = no such curve, though single readings can be large; an effect the other way counts as inactive or inconclusive.

SMILES	TRPV1 agonist	USP2a block	B2AR arrestin	ELG1 genotox	BRCA1 expr act	p53 reactivator	uPA surface inh	Eya2 inh	ASM inhibitor	PTAP TSG101 blk	a7 integrin act
O=C1CN(c2nc(-c3cccs3)nc3sc4c(c23)CCCC4)CCN1	6.5	1.7%	2.9%	?	-40.5%	-3.0%	3.5%	-20.5%	53.7%	-0.6%	-11.2%
Cc1cc2c(cc1C)C(=O)NC(C)(C)C2	-2.7	nt	nt	nt	38.9%	nt	3.0%	nt	1.1%	-6.0%	-8.8%
CC1CCC(CN2CCN=C2Nc2ccccc2)CC1 (stereo not drawn)	3.8	0.0%	0.6%	-4.9%	-26.2%	nt	-14.4%	3.7%	2.4%	-0.7%	19.0%
COc1ccc(-n2c(C)cc(C(=O)CN3C(=O)c4ccccc4C3=O)c2C)cc1	-0.2	0.5%	-0.6%	2.4%	-18.6%	?	-14.8%	1.9%	-10.0%	1.2%	-20.9%
CCOC(=O)N1CCN(C(=O)Cn2nc(C)n3nc(-c4ccc(CC)cc4)cc3c2=O)CC1	2.6	6.8%	0.6%	14.1%	4.4%	-1.8%	-8.1%	1.8%	-0.1%	-0.5%	-35.9%
CC(=O)NC1CC2CCCC(C1)N2CC(=O)N1CCCc2ccccc21 (stereo not drawn)	3.2	2.7%	0.1%	0.8%	2.2%	-2.8%	1.5%	-3.3%	2.6%	-6.9%	25.7%
CCCN(CCC)C(=O)C1CCCN1S(=O)(=O)c1cccc2nsnc12 (stereo not drawn)	5.6	1.0%	-0.8%	-4.2%	3.8%	-5.1%	4.0%	5.7%	-0.7%	-3.7%	?
OCC(O)CN1CCCC1 (stereo not drawn)	-1.4	3.0%	0.4%	-6.3%	-3.5%	-1.0%	5.9%	3.5%	-2.0%	-8.5%	5.3%
Cc1cccc(N=C(NO)c2nonc2N)c1	-0.7	0.9%	-2.4%	-0.7%	-3.7%	6.2%	1.0%	0.0%	1.9%	-1.4%	7.4%
O=C(Nc1nnc(-c2cccs2)o1)c1ccco1	-1.4	-0.5%	0.0%	-3.1%	0.0%	1.0%	-17.8%	30.3%	4.2%	-6.7%	-14.5%
O=C(Nc1ccc(F)cc1F)N1CCCN(CCOc2ccccc2)CC1	1.8	-1.1%	-0.5%	-4.1%	-2.4%	1.2%	8.6%	-6.9%	2.1%	-6.6%	-21.0%
Cc1ccc(S(=O)(=O)NCC(=O)N(CC(=O)NC(C)(C)C)Cc2cccs2)cc1	6.9	-2.3%	-0.2%	11.5%	-0.3%	-0.7%	-4.0%	9.8%	0.7%	-3.8%	0.0%
CCC(C)c1ccc(S(=O)(=O)N2CCN(C(C)C(=O)NC3CCCC3)CC2)cc1 (stereo not drawn)	27.2	5.1%	-1.8%	-9.0%	-23.8%	0.2%	5.9%	-10.8%	-1.0%	-0.3%	-17.2%
Cc1c(C(=O)N(CCC#N)c2ccccc2)sc2nc3n(c(=O)c12)CCCC3	0.2	-0.7%	-0.4%	0.0%	1.7%	-0.1%	-1.7%	3.7%	0.7%	-2.3%	-45.9%[inhibitor]
Cc1ccccc1C(=O)Nc1ccc(Br)cn1	?	0.6%	-0.5%	9.2µM*	0.1%	44.5%	?	8.9%	-0.2%	0.3%	14.9%
Cc1ccc(C(=O)CS(C)(=O)=O)cc1	3.8	1.8%	-0.4%	12.1%	0.7%	10.6%	0.1%	12.1%	6.2%	-3.0%	-9.4%
C=CCNC(=O)c1c(N)n(-c2cccc(S(N)(=O)=O)c2)c2nc3ccccc3nc12	1.2	-1.6%	-0.3%	-22.3%	-37.0%	2.5%	-2.9%	21.8%	i	-1.5%	-12.4%
COc1cccc(COC(=O)c2ccc(S(=O)(=O)N3CCC(C)CC3)cc2)c1OC	4.4	0.7%	0.0%	-1.1%	-10.9%	-0.4%	0.0%	-13.9%	4.5%	-0.7%	11.7%
O=C(c1ccc(F)cc1)N1CCN(S(=O)(=O)c2ccc(Br)cc2)CC1	-4.6	1.5%	-0.9%	-7.1%	-9.8%	0.2%	-1.0%	-3.2%	2.4%	-0.7%	6.3%
Cc1ccc(C2=Nc3ccccc3N=C(c3ccco3)C2)c(O)c1	1.8	-0.2%	3.8%	3.5%	0.0%	2.8%	-1.7%	3.2%	3.7%	-3.9%	-15.8%
Cc1ccc(-n2nc3c(=O)n(CC(=O)NC4CCCCC4)nc(C)c3c2C)cc1	0.9	2.5%	-0.3%	-2.0%[9.26 µM]	-14.1%	-6.0%	1.7%	3.4%	-2.0%	-5.9%	4.0%
Cc1cc(C)cc(NC2=CC(=O)CC(c3ccco3)C2)c1 (stereo not drawn)	25.1	0.4%	-0.1%	-3.8%	-26.5%	2.4%	-7.3%	-6.6%	2.3%	-1.7%	0.0%
CC(=O)c1c(C)[nH]c(C(=O)OCC(=O)Nc2ccc3c(c2)OCCO3)c1C	nt	0.7%	-0.1%	-3.1%	-27.7%	-7.1%	0.5%	-1.4%	-3.7%	-3.2%	-16.1%
CCOC(=O)/C(=C\Nc1ccccc1C(F)(F)F)Sc1ncc(C(F)(F)F)cc1Cl	24.4	0.0%	-0.1%	10.0%	-20.5%	8.2%	4.8%	23.7%	-2.7%	0.8%	13.0%

An excerpt from above in order of the uPA surface inh value, ascending:
structure,uPA surface inh
O=C(c1ccc(F)cc1)N1CCN(S(=O)(=O)c2ccc(Br)cc2)CC1,-1.0%
Cc1ccc(-n2nc3c(=O)n(CC(=O)NC4CCCCC4)nc(C)c3c2C)cc1,1.7%
CCC(C)c1ccc(S(=O)(=O)N2CCN(C(C)C(=O)NC3CCCC3)CC2)cc1 (stereo not drawn),5.9%

Next part.
SMILES	TRPV1 agonist	USP2a block	B2AR arrestin	ELG1 genotox	BRCA1 expr act	p53 reactivator	uPA surface inh	Eya2 inh	ASM inhibitor	PTAP TSG101 blk	a7 integrin act
O=C1OCCN1C(=O)[C@H]1[C@H](c2ccc([N+](=O)[O-])cc2)C(c2cccc(Cl)c2)=NN1c1ccc(Br)cc1	nt	-3.6%	-0.6%	-2.1%	-25.6%	4.1%	4.4%	-4.6%	4.8%	-4.9%	-2.8%
O=C(Cc1ccc(Br)cc1)Nc1nc2ccccc2[nH]1	1.2	0.7%	-0.1%	6.8%	3.9%	12.1%	-1.8%	?	0.4%	-3.4%	4.7%
Nc1ccc(CCn2ccnc2)cc1	-1.9	2.5%	0.4%	-1.0%	-13.1%	-6.7%	-2.2%	0.8%	2.4%	-4.0%	?
O=C(c1ccc(OC2CCN(C(=O)c3cccnc3)CC2)cc1)N1CCCCCC1	0.2	5.1%	-0.3%	-9.2%	-18.4%	-4.1%	-3.1%	0.9%	1.1%	0.8%	0.0%
COCC1CCCCN1Cc1cn[nH]c1-c1ccc(OC)cc1OC (stereo not drawn)	2.1	0.8%	0.0%	3.1%	-9.2%	-1.3%	3.7%	-6.6%	3.7%	-6.0%	5.4%
CC1(C)Cc2ccccc2-c2c1c(=O)n(Cc1ccccc1)c1nnnn21	1.4	-1.5%	2.0%	-2.1%	0.0%	-2.2%	0.1%	-9.8%	-3.8%	-2.0%	-21.9%
Oc1ccccc1/C=N/Nc1ccnc(SCc2ccccc2)n1	-0.8	-9.0%	?	-1.5%	-33.3%	-2.8%	-0.9%	-7.9%	36.9%	-3.6%	-17.3%
CCOc1ccc(NS(=O)(=O)CC23CCC(CC2=O)C3(C)C)cc1 (stereo not drawn)	10.6	2.7%	0.0%	-0.3%	-15.0%	-4.6%	nt	3.6%	2.5%	-5.4%	-29.2%
C=CCC[C@@H](Cc1ccc(F)cc1)C(=O)OCCNC(=O)[C@@H](CC=C)CC(=O)N[C@@H](CO)Cc1ccccc1	nt	-2.2%	-0.9%	-0.4%	-2.9%	1.8%	-8.6%	-24.0%	4.0%	-0.5%	10.8%
CCCCNC(=O)c1c[nH]c2ccc(S(=O)(=O)N3CCOCC3)cc2c1=O	?	2.4%	0.3%	0.0%	-3.5%	3.3%	-1.8%	-2.7%	19.3%	-3.2%	-22.1%
Cn1ccc(C(=O)N2CCCc3ccccc32)n1	-3.1	1.3%	-0.4%	1.4%	-9.2%	-4.7%	-0.6%	-27.6%	1.1%	0.5%	-5.4%
CC(C)(C)c1ccc(S(=O)(=O)N2C=CC(C(F)(F)F)=NCC2)cc1	4.5	3.1%	-1.6%	-6.9%	0.8%	1.9%	0.4%	-3.6%	-3.5%	-11.8%	0.8%
O=C(c1cccc(F)c1)N1C2C=CC(C2)C1(C(F)(F)F)C(F)(F)F (stereo not drawn)	nt	0.2%	-0.5%	1.7%	-6.9%	4.7%	2.8%	4.1%	3.0%	-4.9%	16.8%
O=C(Nc1ccc(F)cc1)c1ccc(CSc2ccccc2)o1	?	3.4%	-0.8%	6.7%	18.0%	?	13.0%	-3.6%	-1.1%	-5.4%	27.8%
